RXFP1 antag = blocks the human relaxin receptor RXFP1; AID 1259400; hit rate 0.59% among 350,000; activity change, negative = inhibition, % at 57.5 µM; Q9HBX9; HEK293-RXFP1, relaxin-stimulated cAMP HTRF, 30 min; hits give low values;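 active means activity change of -60% or lower, but not beyond a set lower limit; inconclusive means change between -60% and -40%, or beyond the set limit; inactive means change above -40%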; further: on the % scale 0 is the no-effect control and ±100 the full control effect
D1 potentiator = potentiators of human D1 dopamine receptor. potentiation, % at 10 µM. P21728. AID 504651. hit rate 0.036% among 360,000. HEK293 TREx D1 cells, calcium flux, dopamine EC20 potentiation; in the data active means potentiation above about 30%; further: 0% is about no effect
Target sequence (P21728 whole entry, looked up): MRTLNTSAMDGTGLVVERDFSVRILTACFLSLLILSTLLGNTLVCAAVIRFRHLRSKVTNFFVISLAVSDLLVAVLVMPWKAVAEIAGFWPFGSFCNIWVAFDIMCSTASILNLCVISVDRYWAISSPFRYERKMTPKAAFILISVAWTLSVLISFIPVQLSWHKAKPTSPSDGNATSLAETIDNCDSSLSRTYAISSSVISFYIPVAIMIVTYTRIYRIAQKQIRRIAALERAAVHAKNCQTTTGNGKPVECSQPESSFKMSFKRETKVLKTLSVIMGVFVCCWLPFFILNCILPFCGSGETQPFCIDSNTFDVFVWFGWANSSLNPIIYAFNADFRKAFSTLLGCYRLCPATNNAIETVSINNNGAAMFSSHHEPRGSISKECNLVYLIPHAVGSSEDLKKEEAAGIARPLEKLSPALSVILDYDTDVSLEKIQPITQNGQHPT
Vif-A3F inh = blocks the Vif interaction with APOBEC3F; HeLa A3F-eYFP + Vif (tagged APOBEC3F with the HIV-1 protein that degrades it), YFP fluorescence increase; Potency, µM (highest dose often 46.1 µM), for the others: top-dose activity, negative = active; hit rate 0.2% among 390,000; further: potency means the concentration at half of the fitted maximal effect; % of control where 0% means no effect; nearly all actives have a fitted effect of over 65% in size
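HeLa cells stably expressing A3F-eYFP plus Vif, plated and incubated overnight at 37 deg C, then exposed to compounds overnight at 37 deg C. Blocked degradation read as raised yellow fluorescence (Ex 488/Em 500-530).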
Vif-A3G inh = inhibitors of Vif-APOBEC3G interaction | Potency, µM (doses to about 46.1 µM), inactives show top-dose activity, negative = active, hits mostly inhibitors | HeLa A3G-eYFP + Vif (tagged APOBEC3G with the HIV-1 protein that degrades it), YFP fluorescence, overnight | AID 602310 | Q9HC16 | hit rate 0.076% among 410,000;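 further: potency means the concentration at half of the fitted maximal effect; on the % scale 0 is the no-effect control and ±100 the full control effect; nearly all actives have a fitted effect of over 60% in size; hits raise eYFP signal because A3G escapes Vif-driven loss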
Target sequence (Q9HC16 whole entry, looked up): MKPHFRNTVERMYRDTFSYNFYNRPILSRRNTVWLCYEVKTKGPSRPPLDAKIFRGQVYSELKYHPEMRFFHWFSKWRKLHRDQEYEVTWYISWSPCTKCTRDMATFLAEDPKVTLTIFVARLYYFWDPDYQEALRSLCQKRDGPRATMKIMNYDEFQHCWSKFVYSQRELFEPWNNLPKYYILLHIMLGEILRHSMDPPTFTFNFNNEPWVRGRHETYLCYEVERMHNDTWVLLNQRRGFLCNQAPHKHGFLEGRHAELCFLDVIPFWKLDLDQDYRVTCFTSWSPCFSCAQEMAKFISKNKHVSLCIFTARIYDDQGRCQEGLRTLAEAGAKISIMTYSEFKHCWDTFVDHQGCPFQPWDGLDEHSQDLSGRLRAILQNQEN
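HeLa cells stably expressing Vif and C-terminally eYFP-tagged A3G, seeded overnight at 37 deg C, then exposed to compound by pintool overnight at 37 deg C. Rise in yellow fluorescence (Ex 488/Em 500-530, Acumen) marks blocked Vif-driven A3G degradation.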
D2 potentiator = D2 dopamine receptor (human) potentiation. HEK293 T-REx D2, calcium flux, EC20 dopamine potentiation. potentiation, % at 10 µM. hit rate 0.34% among 340,000. AID 485347;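 active means potentiation over 3 SD above the plate norm, cut at about 30% in these data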; further: 0% is about no effect
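Potentiation of an EC20 dopamine calcium response measured kinetically over 180 s, after a preceding 180 s compound-only read flagging agonists. Cells: inducible Hek293 Trex D2 line, 4000/well, cultured overnight at 30 C before dye loading.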
D1 antagonist = human D1 dopamine receptor antagonism; hit rate 3.2% among 360,000; P21728; HEK293 TREx D1 cells, calcium flux, dopamine EC80; hits give low values; activity change, negative = inhibition, % at 10 µM; in the data active means activity change below about -30%; further: on the % scale 0 is the no-effect control and ±100 the full control effect
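After overnight tetracycline induction at 30 C, force-coupled D1 HEK293 cells took up a no-wash calcium dye at room temperature. Compounds were added and monitored 180 s, and the response to EC80 dopamine was then recorded.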
RXFP1 agonist = activates the human relaxin receptor RXFP1; Q9HBX9; HEK293T-RXFP1 cAMP TR-FRET, 30 min; response scale: percent of porcine relaxin response, buffer zero; Potency, µM (titrated, usually from 57.5 µM), for the others: at the top dose activation, hits mostly activators; hit rate 0.3% among 370,000; AID 2676; further: potency means the concentration at half of the fitted maximal effect; on the % scale 0 is the no-effect control and ±100 the full control effect; nearly all actives have a fitted effect of over 60% in size; many of its hits are not listed in these tables
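cAMP rise read by TR-FRET after 30 min, 37C compound exposure (up to 58 uM) in RXFP1-transfected HEK293 cells with Ro 20174 present. EC50 from Hill-equation fits, with 29 nM porcine relaxin as 100% and buffer as basal.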
D1 agonist = human D1 receptor agonism; hit rate 1% among 360,000; HEK293 T-REx D1 cells, calcium flux, agonist mode; activation, % at 2 µM; AID 504660; in the data active means activation above about 30%; further: 0% is about no effect
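Inducible HEK293 T-REx D1 cells, force-coupled to calcium signalling, were plated at 4000 cells/well with tetracycline and held overnight at 30 C. After no-wash calcium dye loading, compound-evoked calcium rise over 180 s flagged agonists.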
Glioma ERSR ind = induces the endoplasmic reticulum stress response in human glioma cells. U87-MG GRP78 promoter luciferase reporter, 16 h. Potency, µM, for the others: at the highest dose activation, actives largely listed as activators. hit rate 0.02% among 420,000. AID 602332; further: potency means the concentration at half of the fitted maximal effect; series mostly up to about 76 µM; % of control where 0% means no effect; nearly all actives have a fitted effect of over 35% in size
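Stably transfected U87-MG human glioma cells carrying a GRP78-based luminescent sensor were seeded at 1000 cells/well, pin-dosed with compounds and incubated 16 h. Luciferase reagent was then added, and end-point luminescence was read after 10 min at room temperature.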
Numbers without * were called inactive; ? = inconclusive; . = not tested or not shown; & = joins results of further samples. Unless noted, the call rests on the fitted dose curve; in most records, active means well fitted curve in the direction sought with a large enough effect; inconclusive means small, poorly fitted or top-dose-only effect, or another doubt; inactive means no such curve, though single readings can be large; an effect the other way counts as inactive or inconclusive. An excerpt; the hit share may differ from the screen's.

#1 COC(=O)Nc1ccc(Oc2ccccc2)cc1
#2 CC(C[N+](C)(C)C)OC(=O)C1(c2ccccc2)CCCC1 (configuration not stated)
#3 C/C(Sc1nnc(Cc2ccccc2)o1)=C(/O)c1ccccc1
#4 NC(=O)NC(=O)CSc1nnc(-c2ccc(Cl)cc2)n1CC1CCCO1 (configuration not stated)
#5 COc1ccccc1NC(=O)NNC(=O)c1ccc2ccccc2c1O
#6 Cc1ccccc1Oc1ncnc2oc(-c3ccccc3)cc12
#7 O=C(O)CSCNC(=O)CC12CC3CC(CC(C3)C1)C2
#8 Cc1ccc(-c2cc(-c3ccco3)c3c(N)c(C(=O)NN)oc3n2)cc1
#9 O=C(NC1CC1)c1ccc2c(c1)C1C3CCC(C3)C1C(c1ccccc1)N2 (configuration not stated)
#10 COc1ccc(C2=Nn3c(nnc3C(F)(F)F)SC2)cc1

compound no. | 1 | 2 | 3 | 4 | 5 | 6 | 7 | 8 | 9 | 10
D2 potentiator | -9 | -9 | . | -4 | . | -4 | . | 3 | -22 | 5
D1 antagonist | 3 | -6 | 16 | 5 | -36* | 12 | 15 | 11 | 14 | 0
Glioma ERSR ind | 4% | -3% | -4% | -4% | -7% | -4% | -4% | -4% | -3% | -4%
Vif-A3G inh | -11% | 0% | 1% | -2% | 2% | -11% | 2% | ? | 3% | ?
Vif-A3F inh | 1% | 0% | -10% | -3% | 2% | 0% | 4% | 11µM* | 0% | -9%
D1 agonist | 0 | 1 | 0 | 3 | 6 | 5 | 9 | 17 | -1 | 0
D1 potentiator | -2 | 2 | 2 | -5 | 1 | -4 | -6 | 3 | 1 | -9
RXFP1 agonist | 0.9% | -10% | 1.3% | -1.1% | 1.0% | 0.7% | 1.3% | -3.4% | -0.4% | 0.8%
RXFP1 antag | -7 | -2 | -9 | 0 | 1 | -17 | -1 | 3 | . | 12

#11 C/C(=C/C(=O)N1CCN(C)CC1)C(=O)O
#12 Cc1cc(C)n(-c2ccc(C(=O)Nc3nc4ccccc4s3)cc2)n1
#13 CC(C)c1ccccc1NS(=O)(=O)c1cccs1
#14 O=C(Nc1ccc(N2CCN(C(=O)c3ccco3)CC2)c(Cl)c1)c1c(F)c(F)c(F)c(F)c1F
#15 CC(=O)NC1=NN(C(C)=O)C(C)(c2ccccc2)S1 (configuration not stated)
#16 COc1ccc(C(=O)NCC(=O)OCC(=O)N2CC(C)CC(C)C2)cc1 (configuration not stated)
#17 O=c1c(-c2ccc(Br)cc2)[n+]([O-])c2ccccc2n1OCc1ccccn1
#18 COc1ccc(-c2noc(N3CCN(c4cccc(Cl)c4)CC3)n2)cc1OC
#19 Cc1cc(NC(=O)C(C)Oc2ccccc2)no1 (configuration not stated)
#20 CCN(CC)CCN(C)C1CCC(c2ccccc2)CC1 (configuration not stated)

compound no. | 11 | 12 | 13 | 14 | 15 | 16 | 17 | 18 | 19 | 20
D2 potentiator | -2 | 24 | 19 | . | 9 | 1 | -6 | -13 | 4 | -18
D1 antagonist | -13 | -8 | -5 | -7 | 3 | 8 | -5 | -7 | -10 | -1
Glioma ERSR ind | -1% | -4% | -2% | -8% | -3% | -3% | -1% | -2% | -1% | -2%
Vif-A3G inh | -1% | 1% | 4% | 1% | ? | 2% | -1% | 5% | 0% | 2%
Vif-A3F inh | -15% | 2% | 12% | 1% | -2% | 1% | 13% | 1% | -8% | -22%
D1 agonist | 3 | 3 | -1 | 8 | 1 | 0 | 0 | 3 | -1 | 0
D1 potentiator | -5 | 7 | -1 | -8 | -6 | -4 | 0 | 4 | 0 | 2
RXFP1 agonist | -3.1% | 8.9% | -2.3% | 1.6% | 1.3% | -0.6% | 0.3% | -3.1% | 0.8% | 1.0%
RXFP1 antag | 8 | -13 | -14 | -19 | 16 | 10 | 2 | -10 | 0 | 10

#21 CCOC(=O)c1ccc(NC(=O)CSc2c3c(nc4cc(Cl)ccc24)CCCC3)cc1
#22 CCN(CC(=O)NCCc1ccc(S(N)(=O)=O)cc1)Cc1nc2ccccc2c(=O)[nH]1
#23 NS(=O)(=O)c1ccc(Nc2ccccc2)c([N+](=O)[O-])c1
#24 CSc1n[nH]c(=O)n1-c1ccc(Cl)cc1
#25 Cc1nn(CCc2n[nH]c(=S)n2C2CCCCC2)c(C)c1Br
#26 CCN1C(=O)/C(=C2/Sc3ccccc3N2CCCS(=O)(=O)O)SC1=S
#27 COc1ccc(CCNC(=O)c2ccc(N(C)S(=O)(=O)c3ccc(C)cc3)cc2)cc1OC
#28 Cc1cc(C)n(CC(=O)O)c(=O)c1[N+](=O)[O-]
#29 COc1ccc2c(c1OC)C(=O)N1C2SC(C)(C)[C@H]1C(=O)NCC(C)C (some centres not stated)
#30 C/C(=N\NC(=O)Cc1c[nH]c2ccccc12)c1ccc2ccccc2c1

compound no. | 21 | 22 | 23 | 24 | 25 | 26 | 27 | 28 | 29 | 30
D2 potentiator | 2 | 7 | 15 | 0 | 12 | 3&-9 | 2 | -14 | 1 | -1
D1 antagonist | 14 | 1 | 0 | -23 | -14 | 8&10 | 5 | -27 | -10 | -29
Glioma ERSR ind | -2% | -5% | -4% | -5% | -4% | -4%&-3% | -3% | -1% | 2% | 5%
Vif-A3G inh | -12% | 0% | 0% | 4% | 1% | -4%&-1% | 7% | 2% | 0% | -9%
Vif-A3F inh | 0% | 4% | 0% | -1% | 5% | 6%&-19% | -2% | -5% | 0% | -5%
D1 agonist | 1 | 1 | 4 | 3 | 0 | 5&5 | 3 | 3 | 2 | 8
D1 potentiator | 0 | -3 | 2 | -2 | 1 | -4&-6 | -4 | -5 | -5 | -8
RXFP1 agonist | 10% | 2.3% | 0.9% | 2.4% | 1.7% | 13%&19% | 1.1% | -0.1% | 0.0% | -0.3%
RXFP1 antag | -1 | -5 | 2 | 1 | -6 | 1&-6 | -2 | -18 | 4 | -15

#31 COc1cccc(C(c2c(O)cc(C)n(Cc3ccco3)c2=O)N2CCC(C)CC2)c1 (configuration not stated)
#32 O=C(Nc1cccc([N+](=O)[O-])c1)C1C2/C=C\CCCCC21 (configuration not stated)
#33 CCc1c(O)nc(SCC(=O)Nc2cc(C)on2)n(-c2ccccc2)c1=O
#34 COCCNC(=O)COC(=O)c1ccc(S(=O)(=O)N2CCOCC2)cc1
#35 COc1ccc(CCNC(=O)c2ccc(N3CCCC3=O)cc2)cc1OC
#36 CC(C)CNc1nc(N)c([N+](=O)[O-])c(NCc2ccccc2)n1
#37 Cc1nc2ccc(C(=O)Nc3ccc4nc[nH]c4c3)cc2[nH]1
#38 Cn1c(=O)c2c(nc(Sc3n[nH]c(N)n3)n2Cc2ccccc2Cl)n(C)c1=O
#39 COC(=O)c1ncn(C2OC(COC(C)=O)C(OC(C)=O)C2OC(C)=O)n1 (configuration not stated)
#40 COc1cccc(-c2nc(CS(=O)(=O)CC(=O)N3CCN(c4cc(C)ccc4C)CC3)c(C)o2)c1

compound no. | 31 | 32 | 33 | 34 | 35 | 36 | 37 | 38 | 39 | 40
D2 potentiator | 7 | -6 | 16 | -5 | -3 | -5 | 1 | -5 | -7 | 20
D1 antagonist | -3 | -34* | -2 | -18 | -6 | 29 | 0 | 16 | 11 | -17
Glioma ERSR ind | -2% | -2% | -2% | -6% | -3% | -5% | -4% | 0% | -6% | -6%
Vif-A3G inh | -1% | 0% | 0% | 1% | 1% | -5% | 0% | 2% | 1% | 4%
Vif-A3F inh | -5% | 2% | 11% | 21% | -15% | -6% | -2% | -4% | -5% | -4%
D1 agonist | 2 | 12 | 2 | 2 | 2 | 3 | 4 | 0 | 4 | 10
D1 potentiator | -3 | -19 | 1 | 0 | 0 | -1 | 0 | -1 | -4 | -1
RXFP1 agonist | 8.9% | 0.2% | 0.0% | 0.9% | -0.7% | -1.8% | 0.8% | 5.9% | -1.3% | -2.8%
RXFP1 antag | -19 | 9 | 0 | 1 | 2 | -4 | -11 | -7 | 11 | ?

#41 Cc1ccccc1CN1CCN(C2CCC2)CC1CCO (configuration not stated)
#42 Cc1ccc(-c2cc(C(=O)N/N=C/c3cccnc3)n[nH]2)o1
#43 COC(=O)CN1C(=O)N/C(=C/c2ccc(OC)c(C)c2OC)C1=O
#44 CC(=O)N1CCN(CC(=O)O)CC1
#45 O=C1N/C(=C/c2cccn2-c2ccc(F)cc2)C(=O)N1Cc1ccccc1
#46 CCN1CSC(=S)N(Cc2ccc(OC)cc2)C1
#47 Cc1ccc(C2(C(=O)N3CCC(n4nc(-c5ccccc5)oc4=O)CC3)CC2)cc1
#48 CC1CCCCC1Nc1nc2ccc(Cl)cc2n2cnnc12 (configuration not stated)

compound no. | 41 | 42 | 43 | 44 | 45 | 46 | 47 | 48
D2 potentiator | 15 | -5 | 1 | 4 | 0 | 7 | 1 | 5
D1 antagonist | 4 | -2 | 5 | 9 | -14 | -5 | -13 | 1
Glioma ERSR ind | -3% | 0% | 4% | . | -7% | -7% | -5% | -1%
Vif-A3G inh | 0% | -1% | 4% | . | -8% | ? | 2% | 1%
Vif-A3F inh | -2% | -2% | -3% | . | -8% | ? | -10% | -4%
D1 agonist | -2 | 2 | 4 | -2 | 2 | 1 | 5 | 0
D1 potentiator | -10 | -4 | -1 | 5 | -1 | 4 | -5 | -6
RXFP1 agonist | 0.6% | 2.8% | -0.9% | 1.4% | 0.2% | -0.1% | -2.3% | 3.4%
RXFP1 antag | -10 | -2 | -9 | . | 2 | 3 | -13 | -30

Compound profiles, as listed above. Screens in order: D2 potentiator | D1 antagonist | Glioma ERSR ind | Vif-A3G inh | Vif-A3F inh | D1 agonist | D1 potentiator | RXFP1 agonist | RXFP1 antag
`CC1CCCCC1Nc1nc2ccc(Cl)cc2n2cnnc12` (configuration not stated) as listed: 5 | 1 | -1% | 1% | -4% | 0 | -6 | 3.4% | -30
`Cc1ccccc1CN1CCN(C2CCC2)CC1CCO` (configuration not stated) as listed: 15 | 4 | -3% | 0% | -2% | -2 | -10 | 0.6% | -10
`CCN1CSC(=S)N(Cc2ccc(OC)cc2)C1` as listed: 7 | -5 | -7% | ? | ? | 1 | 4 | -0.1% | 3
`CC(=O)N1CCN(CC(=O)O)CC1` as listed: 4 | 9 | . | . | . | -2 | 5 | 1.4% | .

Screening results (PubChem BioAssay)
